# High-throughput results as filed in PubChem BioAssay.
# RAD54 branch = inhibitors of human RAD54 branch migration, primary screen, biochemical, fluorescence, single point; DNA repair and recombination protein RAD54-like (Homo sapiens), Q92698; RAD54 Holliday junction branch migration, FAM/BHQ fluorescence; inhibition, % at 10.4 µM; 360,000 tested, 0.14% active; AID 602329, 2012;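 active = mean normalized replicate activity at least 40 and at least half of replicates scoring 40 or more; inconclusive = only one of the two criteria met; inactive = mean below 40 and under half of replicates reaching 40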;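 also: 0% = median of neutral control wells and 100% = median of positive control wells; inhibitors cause a drop in the FAM fluorescence signal; in these data hits start at about 50%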
# Target sequence (Q92698 whole entry, looked up): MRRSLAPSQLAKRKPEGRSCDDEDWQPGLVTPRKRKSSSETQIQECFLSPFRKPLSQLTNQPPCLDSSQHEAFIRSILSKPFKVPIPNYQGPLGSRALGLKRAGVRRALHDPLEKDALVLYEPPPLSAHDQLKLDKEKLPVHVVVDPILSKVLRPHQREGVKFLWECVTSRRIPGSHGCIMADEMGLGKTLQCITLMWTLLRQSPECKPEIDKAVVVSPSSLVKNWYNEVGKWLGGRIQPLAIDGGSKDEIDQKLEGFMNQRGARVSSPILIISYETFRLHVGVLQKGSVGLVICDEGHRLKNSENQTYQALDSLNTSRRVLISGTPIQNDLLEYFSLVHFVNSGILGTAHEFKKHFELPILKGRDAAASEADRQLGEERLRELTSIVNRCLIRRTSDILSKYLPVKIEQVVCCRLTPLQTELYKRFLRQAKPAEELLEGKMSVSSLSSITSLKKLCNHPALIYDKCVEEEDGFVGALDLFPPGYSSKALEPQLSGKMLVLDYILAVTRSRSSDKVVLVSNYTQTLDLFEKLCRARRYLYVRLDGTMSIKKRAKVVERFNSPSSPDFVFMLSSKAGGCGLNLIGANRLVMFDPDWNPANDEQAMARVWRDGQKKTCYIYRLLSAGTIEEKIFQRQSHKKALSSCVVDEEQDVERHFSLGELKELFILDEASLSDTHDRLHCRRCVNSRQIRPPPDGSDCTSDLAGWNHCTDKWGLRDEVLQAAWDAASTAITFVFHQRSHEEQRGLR
# FN deposition inh = inhibitors of fibronectin matrix deposition, primary screen, AH1F cells, Alexa488-fibronectin fluorescence, plate reader. AH1F fibroblasts, overnight. inhibition, % at 12.6 µM. 350,000 tested, 0.086% active. AID 743247, 2014;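 active = mean inhibition across replicates of 30% or more, regardless of how many single replicates reach that level; inconclusive = mean under 30% yet at least half of replicates reach 30%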;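 also: positive control wells lacked labelled fibronectin entirely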
#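 Material – AH1F fibroblast monolayer, labelled fibronectin deposition · Reagent – labelled fibronectin 24 nM · Timing – 1 h adhesion, overnight exposure · Measured by – fluorescence at 485 nm excitation, 525 nm emission · Read-out – inhibition of fibronectin deposition signal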
# esBAF inh = Bmi1 luciferase reporter increase in mESCs, primary screen, esBAF inhibitor project, mouse ES cells, Bmi1 luciferase knock-in, single point; 24 h; 100% = twice the neutral-well signal; 350,000 tested, 2% active; AID 602393, 2012; reporter increase, % at 12.5 µM; in the data active = activation above about 40%; inconclusive = no clear call, values can overlap the other calls;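 also: 0% = median of the plate's neutral control wells and 100% = double that signal; a rise in the Bmi1 reporter signal indicates esBAF inhibition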
# * hit, by the source's call; ? = inconclusive. The list is partial (hit frequency here may not be typical).
# Preview (5 entries):
SMILES,RAD54 branch,FN deposition inh,esBAF inh
COc1ccc(CCNC(=O)C2CCCN2C(=O)Nc2cccc(C(C)=O)c2)cc1OC (centres undefined),-3,2,-10
O=C(CSc1nc2ccccc2c(=O)n1Cc1ccc(C(=O)NC2CC2)cc1)NCc1ccco1,9,7,-5
CCCNC(=O)NC(=O)COc1ccc2oc3ccccc3c2c1,-6,-5,-8
Cc1cc(C)cc(-n2nnc(C(=O)NCc3ccco3)c2N)c1,-11,-2,14
COc1cc(Cl)c(S(=O)(=O)N2CC(C)OC(C)C2)cc1Cl (centres undefined),1,1,7

# All compounds of this part (from the top)
SMILES,RAD54 branch,FN deposition inh,esBAF inh
COc1ccc(CCNC(=O)C2CCCN2C(=O)Nc2cccc(C(C)=O)c2)cc1OC (centres undefined),-3,2,-10
O=C(CSc1nc2ccccc2c(=O)n1Cc1ccc(C(=O)NC2CC2)cc1)NCc1ccco1,9,7,-5
CCCNC(=O)NC(=O)COc1ccc2oc3ccccc3c2c1,-6,-5,-8
Cc1cc(C)cc(-n2nnc(C(=O)NCc3ccco3)c2N)c1,-11,-2,14
COc1cc(Cl)c(S(=O)(=O)N2CC(C)OC(C)C2)cc1Cl (centres undefined),1,1,7
CCOC(=O)C1CCCN(C(=O)c2cc(Nc3ccc(OC)cc3)nc3ccccc23)C1 (centres undefined),8,8,6
COc1ccc(-n2c(=O)cc(N3CCCCCC3)[nH]c2=O)cc1,7,10,-3
CC1CCC2C(C1)c1sc(=O)[nH]c1SC2(C)C (centres undefined),3,-5,-6
CN1C(=O)CC(N2CCN(c3ccccn3)CC2)C1=O (centres undefined),-20,0,-4
COC(=O)C(NNc1ccccc1C)(NC(=O)c1ccc(F)cc1)C(F)(F)F (centres undefined),0,1,-5
CCOC(=O)C1=C(C)NC2=C(C(=O)C(C(=O)OCC)C(c3ccco3)C2)C1c1ccccn1 (centres undefined),-6,-3,0
CCC(C)n1c(SCC(=O)Nc2ccccc2C(F)(F)F)nc2ccsc2c1=O (centres undefined),11,-1,-1
CCOc1ccc(NC(=O)c2ccc(Br)o2)c([N+](=O)[O-])c1,-5,-8,50*
NS(=O)(=O)c1ccc(CCNC(=O)COC(=O)C2CCCN2C(=O)c2cccs2)cc1 (centres undefined),-5,11,-5
Cc1ccc(NC(=O)CN(C)CC(=O)Nc2c(C)cccc2C)c(Br)c1,7,11,-1
Cc1ccc(CC(=O)Nc2cccc(C)n2)cc1,10,5,30
COc1cc(C2CC(=O)c3cnc(N)nc3C2)cc(OC)c1OC (centres undefined),-9,-4,2
Cc1cc2cc(C=O)c(Cl)nc2cc1C,-2,-1,16
Cc1nc2cc(F)ccc2n1C1CCN(S(=O)(=O)c2ccccc2)CC1,6,-2,-5
CCC(=O)N1CN(S(=O)(=O)c2ccc(C)cc2)CC1C (centres undefined),-2,-4,-1
CCOc1cc(NC(=S)NCC2CCCO2)c(OCC)cc1NC(=O)c1ccccc1 (centres undefined),5,-6,15
O=C(O)CCCSCC(=O)Nc1ccccc1,-15,-1,1
O=C(CCS(=O)(=O)c1cccc2nonc12)N1CC(=O)N(CCc2ccccc2)C(=O)C1,-4,3,2
COc1cc(C(=O)OC2CCCCC2=O)cc(OC)c1C (centres undefined),-1,2,13
O=C(NCC1CCCO1)C1CC(=O)N(C2CCCC2)C1 (centres undefined),2,5,-1
CCCOc1ccc(C(=O)N2CCN(c3ccc(N)cc3Cl)CC2)cc1,-32,6,-2
CCOc1ccc(S(=O)(=O)N(CC(=O)N2CCc3ccccc32)Cc2ccco2)cc1,12,9,0
O=C(CCCCn1c(=O)[nH]c2ccccc2c1=O)NCc1ccc2c(c1)OCO2,-34,1,-8
CC1(C)CC(=O)C(C(C2=C(O)CC(C)(C)CC2=O)c2cccc(O)c2)C(=O)C1 (centres undefined),-1,-1,-3
C=CCn1c(SCC(=O)NC(C)(C)C)nnc1-c1ccccc1O,2,-5,-4
COC(=O)c1[nH]c2cc(OC)ccc2c1NC(=O)c1nonc1C,12,-3,-13
O=C1CCN(C(=O)Nc2ccccc2Cl)N1,4,8,5
COC(=O)CSc1nc2ncccc2[nH]1,-1,3,-4
CC1(C)OC(=O)C(=CNc2ccc(F)cc2)C(=O)O1,5,9,-4
COC(=O)C1CCN(C(=O)c2cc3ccccc3oc2=O)CC1,-4,0,?
O=C(COc1ccc2ccc(=O)oc2c1)Nc1ccc2c(c1)OCCO2,-5,-36,12
Cc1ccc(-c2cccc(OC(=O)c3ccccc3F)c2)cc1,-1,-3,24
CC(NC(=O)C1C(=O)N(CCO)C2(C)CC1c1ccccc1O2)c1ccccc1 (centres undefined),13,-5,-2
CCS(=O)(=O)c1ccc(O)c(NC(=O)COc2ccccc2)c1,1,-8,-3
COc1ccc(OC)c(S(=O)(=O)N2CCC(C(=O)NCc3ccccc3)CC2)c1,8,7,4
C1CCN(c2nc3nonc3nc2N2CCCC2)C1,-14,5,-5
CC1CCCCC1NC(=O)CCS(=O)(=O)c1cccc2nonc12 (centres undefined),2,6,0
Cc1cc(C)c2c(=O)[nH]n(C(C)C)c2n1,-7,-15,2
CC(C)(C)c1ccc(Cn2nnc3c(=O)[nH]c(C4CCN(C(=O)Cc5cccs5)CC4)nc32)cc1,-3,-1,9
COc1ccc(OC)c(S(=O)(=O)Nc2ccccc2SC)c1,-27,2,-3
Nc1ccc2c3c(cccc13)CC2,-14,-114,4
Cn1c(SCC(=O)Nc2ccc3c(c2)OCCO3)nnc1-c1ccccn1,2,3,-3
COc1ccc(OC)c(C(=O)c2nc3c(n2O)CCCCC3)c1,-24,2,-2
O=C(c1ccc2c(c1)OCCO2)C1CCN(S(=O)(=O)c2ccccc2F)CC1,-4,-5,1
COc1ccc(N2Nc3n[nH]c(N)c3N2)cc1,3,-7,11
Cc1nc2sc3c(c2c(=O)[nH]1)CCC3,-4,-2,0
O=C(CCCCn1c(=O)[nH]c2ccccc2c1=O)N1CCN(c2cccc(C(F)(F)F)c2)CC1,0,-7,-1
COc1ccc(C(=O)CSc2nnnn2Cc2ccccc2)cc1,4,8,-2
CCN(CC(=O)NC1CCS(=O)(=O)C1)C(=O)COc1ccccc1-c1ccccc1 (centres undefined),5,-5,-8
CCC(C)N(C)Cc1cccc(C2(O)CCN(S(=O)(=O)c3ccc(F)cc3)CC2)c1 (centres undefined),4,-8,-6
CC1(C)COC(c2cccn2Cc2ccccc2Cl)=N1,2,9,-2
CCOC(=O)Cn1c2c(c(-c3ccccc3OC)cc1=O)CCCC2,-15,4,3
COc1cc(/C=C(/C#N)c2nc3ccccc3[nH]2)ccc1OCC(=O)Nc1ccccc1C(C)C,-2,-3,-4
CCc1ccc(NS(=O)(=O)c2ccc3[nH]cc(C(=O)NCC4CCCO4)c(=O)c3c2)cc1 (centres undefined),-3,-14,14
CCC(=O)c1ccc(OCC(O)Cn2c(C)nc3ccccc32)cc1 (centres undefined),6,-5,-46
# The listing continues:
SMILES,RAD54 branch,FN deposition inh,esBAF inh
O=C1CC(N2CCN(c3ccc(F)cc3)CC2)C(=O)N1Cc1ccc(N2CCCC2=O)cc1 (centres undefined),0,-1,14
COC(=O)[C@H]1CCCN1C(=O)Nc1cccc(Oc2c(F)c(F)c(F)c(F)c2F)c1,-3,-8,3
O=C(COc1ccccc1F)c1ccc(O)cc1O,-2,0,32
CC(NC(=O)CSc1nc(=O)cc(N)n1CCc1ccccc1)c1ccccc1 (centres undefined),-2,-7,-2
Cc1ccc(S(=O)(=O)NCC(c2ccccc2)N2CCN(CCC#N)CC2)cc1 (centres undefined),-11,1,-11
CNc1nnc(-c2cc3ccccc3oc2=O)s1,1,8,0
O=C1CC(c2ccccc2)CC(O)=C1C=NCCN1CCOCC1 (centres undefined),-10,4,2
O=S1(=O)c2ccccc2N=NN1Cc1ccc(Cl)cc1,-7,2,-1
COc1ccc(C(=O)NCc2cccnc2)cc1Br,-7,8,-9
Cc1ccc(N2CC(C(=O)NCCCn3ccnc3)CC2=O)cc1 (centres undefined),0,-13,-2
C=CCn1c(Cc2cccs2)nnc1SCC(=O)Nc1ccc(OC)cc1,1,-5,3
O=C(NCc1ccc2c(c1)OCO2)c1cc(-c2ccccc2Cl)on1,-10,7,5
CCCN(C(=O)CSc1nnc(-c2ccoc2C)n1N)C1CCS(=O)(=O)C1 (centres undefined),-1,-17,3
C=CCn1c(CSc2nc3ccccc3s2)nnc1SCC(=O)NCCN1CCOCC1,-3,4,-8
CC(=O)NCc1ccc(-c2csc(N)n2)s1,-3,-9,-7
c1csc(Cn2nnnc2CN2CCN(c3nc4ccccc4s3)CC2)c1,17,-6,7
O=C(NCC1CCCO1)C(C(=O)c1ccc(F)cc1)n1ccccc1=O (centres undefined),1,-17,0
CC1CC(C)CN(CCCNC(=O)CCNC(=O)Cn2ccc3ccccc3c2=O)C1 (centres undefined),5,-1,2
O=C(CCn1nnc2ccccc21)Nc1nnc(Cc2ccc(F)cc2)s1,-10,-2,-4
CCCOC(=O)c1ccc(OCC(O)CN2C(=O)NC(C)(C)C2=O)cc1 (centres undefined),-2,-4,12
Cc1ccc(/C=C/C(=O)c2ccccc2)cc1,-3,-13,15
COc1ccc(CCC(=O)N2CCc3ccccc32)cc1,-17,0,63*
O=C(NCCc1ccccc1)c1cc2sccc2n1Cc1ccccc1,7,-4,30
O=C(NCCNCc1ccc(F)cc1)c1ccco1,1,3,4
C=CCn1c(=O)[nH]c2cc(C(=O)N3CCN(c4ccc(C(C)=O)cc4)CC3)ccc2c1=O,-14,2,6
O=C(CSc1oc(-c2ccco2)nc1S(=O)(=O)c1ccc(F)cc1)NCC1CCCO1 (centres undefined),-11,0,1
O=C(Cc1ccc(-n2cccc2)cc1)NC1CCCCCC1,-4,16,-2
CC(=O)N1CCN=C1SCc1cccc(C(F)(F)F)c1,-2,-5,-6
O=[N+]([O-])c1cc(-c2ccc(/C=N/c3nc4ccccn4c3-c3ccco3)o2)ccc1Cl,1,1,5
COc1ccc(CN2CCN(c3ncccn3)CC2)c(OC)c1,-15,6,-3

# Copied from the list:
# Entry for CCCOC(=O)c1ccc(OCC(O)CN2C(=O)NC(C)(C)C2=O)cc1 (centres undefined) in FN deposition inh: -4
# Entry for CCc1ccc(NS(=O)(=O)c2ccc3[nH]cc(C(=O)NCC4CCCO4)c(=O)c3c2)cc1 (centres undefined) in esBAF inh: 14
# Entry for COc1ccc(N2Nc3n[nH]c(N)c3N2)cc1 in FN deposition inh: -7

# Quoted at random: three records from the list.
SMILES,RAD54 branch,FN deposition inh,esBAF inh
O=C(NCCc1ccccc1)c1cc2sccc2n1Cc1ccccc1,7,-4,30
O=C(NCC1CCCO1)C(C(=O)c1ccc(F)cc1)n1ccccc1=O (centres undefined),1,-17,0
O=C(CCn1nnc2ccccc21)Nc1nnc(Cc2ccc(F)cc2)s1,-10,-2,-4

# Going on with the list:
SMILES,RAD54 branch,FN deposition inh,esBAF inh
Cc1c(=O)n(OCc2cccc(F)c2)c2ccccc2[n+]1[O-],6,-11,-5
COc1ccc(C(OC(=O)c2ccco2)C(=O)NC2CCCCC2)cc1 (centres undefined),-11,-4,-6
Cc1ccc(C)c2[nH]c(=O)c(CN(CC3CCCO3)C(=O)NC3CCCCC3)cc12 (centres undefined),-3,7,-3
NC(=S)n1[nH]c(-c2ccc([N+](=O)[O-])cc2)c(N=Nc2ccc(O)cc2)c1=O,16,-10,-9
O=C(COC(=O)c1cncc(Br)c1)NC1CC1,-3,9,-5
CC1(C)CC(=O)C(C=NCCCn2ccnc2)=C(O)C1,-8,-13,-1
Cc1ccc(C)c(NS(=O)(=O)c2cc(C(=O)NCc3ccccn3)ccc2Cl)c1,-7,2,-1
Cc1scc(C(=O)NNC(=S)NCC2CCCO2)c1C (centres undefined),-7,4,5
O=C(c1ccc(Cl)cc1)c1cnc(-c2ccccc2)s1,6,-9,28
CCOC(=O)CCc1c(C)nc(SCC(=O)O)c(C#N)c1C,0,-8,-2
